GSIS activator = GLuc luminescence reporter in INS-1E cells, primary screen for activators of glucose-dependent secretion of insulin. activation, % at 16.6 µM. 370,000 compounds, 0.61% hits. AID 743287, 2014. INS-1E GLuc reporter insulin secretion, 2-3 h;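 active = lowest replicate activation of at least 40%, so every replicate reaches that level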;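 note: 0% = median of neutral control wells and 100% = median of IBMX positive control wells; some compounds called inactive have numbers as strong as hits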
DENV2 CPE = inhibitors of DENV2 cytopathic effect, primary screen, cell-based, plate reader, single concentration; DENV2-infected cells, cytopathic effect rescue; CPE inhibition, % at 9.99 µM; 350,000 compounds, 1.7% hits; AID 651640, 2012; in the data active = CPE inhibition above about 20%, passing the limit was not always enough; inconclusive = no clear call, values can overlap the other calls; tested in BHK-21 cells;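 note: 0% = median of neutral control wells and 100% = median of positive control wells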
FN deposition inh = inhibitors of fibronectin matrix deposition, primary screen, AH1F cells, Alexa488-fibronectin fluorescence, plate reader; AH1F fibroblasts, overnight; inhibition, % at 12.6 µM; 350,000 compounds, 0.086% hits; AID 743247, 2014;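 active = mean inhibition across replicates of 30% or more, regardless of how many single replicates reach that level; inconclusive = mean under 30% yet at least half of replicates reach 30%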;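 note: positive control wells lacked labelled fibronectin entirely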
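Assay system: AH1F fibroblast monolayer, labelled fibronectin deposition. Amount: 10000 cells per well. Also added: labelled fibronectin 24 nM. Compound: single-point pinned compound. Incubation: cell attachment 1 h, compound and FN exposure overnight. Detection: fluorescence after three HBSS washes, excitation 485 nm, emission 525 nm. Read-out: inhibition of fibronectin deposition signal.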
EWS-Fli inh = EWS/Fli-driven NR0B1 reporter inhibitors, primary screen, A673 cells, NR0B1 luciferase, luminescence, MLPCN library. 350,000 compounds, 0.67% hits. inhibition, % at 12.6 µM. viability-normalised;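 active = mean inhibition of at least 50% after viability correction, with every replicate also passing that limit; inconclusive = mean reaches 50% but only one of two replicates passes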;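 note: firefly luciferase signal divided by Alamar Blue viability fluorescence both relative to DMSO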
miR-122 sensor = miR-122 Renilla sensor signal increase in Huh7, primary screen, miR-122 inhibitor project, cell-based, single point, plate reader; Huh7 miR-122 Renilla luciferase sensor, 48 h; neutral wells = 0, positive control = 100; 340,000 compounds, 0.3% hits; AID 602342, 2012; activation (reporter increase), % at 12.5 µM;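 active = mean replicate activation score at least 90 and every replicate individually at or above 90; inconclusive = only one of the two criteria met; inactive = neither criterion met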;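 note: higher luciferase means less miR-122 activity so hits act as miR-122 inhibitors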
CFTR F508del cor = F508del CFTR correction, initial screen, CFBE line, single point; CFBE cells, YFP halide quenching; stimulated with forskolin plus potentiator P3; % fluorescence drop versus neutral controls; activity (quench increase), % at 7.58 µM; 350,000 compounds, 0.36% hits;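 active = mean added fluorescence quench of at least 8% versus neutral control, with both replicates also reaching 8%; inconclusive = only one of the mean or replicate conditions met; inactive = mean below 8% and not both replicates reaching 8%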;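 note: cells transiently co-express mutant CFTR-F508del with the halide-sensitive YFP; corrector assay measuring rescue of mutant channel to the surface after 24 h compound exposure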
PAX8 reporter = inhibitors of PAX8-driven TPO luciferase reporter, primary screen, RMG-I cells, single concentration | inhibition, % at 12.6 µM | AID 652154, 2013 | 360,000 compounds, 1.2% hits | SteadyGlo, 24 h;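 active = mean replicate inhibition at least 60% with every replicate also reaching 60%; inconclusive = only one of the two criteria is met; inactive = mean below 60% and not all replicates reaching 60%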;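 note: luciferase light reporting Pax8 driven TPO promoter activity; plate controls were median of neutral control wells for no effect and mitoxantrone controls for full effect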
An asterisk follows results filed as active; ? = inconclusive; / = not tested or not shown; [ ] = another dose, or the depositor's remark.

compound	GSIS activator	DENV2 CPE	FN deposition inh	EWS-Fli inh	miR-122 sensor	CFTR F508del cor	PAX8 reporter
O=C(NCC(=O)N1CCN(Cc2ccccc2)CC1)c1ccc(Cl)cc1	-4	1	/	/	/	-0.1	-1
CO[C@H]1CN(C)C(=O)c2ccc(NC(=O)c3cccc(Oc4ccccc4)c3)cc2OC[C@@H](C)NC[C@@H]1C	5	5	/	13	/	-3.2	14
O=C(NCCN1C(=O)S/C(=C\c2cccc(Cl)c2Cl)C1=O)C1=COCCO1	7	13	0	/	/	4.5	6
COc1ccc(/C(C)=N/NC(=O)c2nnn(-c3nonc3N)c2-c2ccccc2)cc1	-6	-5	2	-4	/	-0.1	-11
CN(C)C(=O)c1ccc(-c2ccc([C@H]3[C@H](CO)N4C(=O)CN(C(=O)C5CCC5)C[C@@H]34)cc2)cc1	3	2	6	10	/	1.5	2
Cc1ccc(CN2C(=O)c3ccccc3Sc3ccc(C(=O)NCCCN4CCOCC4)cc32)cc1	-19	-11	9	/	/	1.5	19
COC(=O)c1cc(OC)cc(O)c1C(=O)c1c(O)cc(C)cc1O	6	-9	/	27	1	1.4	/
CCOc1ccccc1NC(=O)NC(C)c1ccncc1 (stereo not drawn)	5	-4	-9	-9	-4	/	-1
COc1cccc(C2c3[nH]c4ccccc4c3C[C@H]3C(=O)N(CCCO)CC(=O)N23)c1OC (stereo partly drawn)	3	-2	2	4	-5	1.5	21
Cc1ccc(NC(=S)Nc2ccc(C(C)C)cc2)cc1S(=O)(=O)N1CCCCCC1	/	/	6	4	7	-2.7	35
COc1cccc(NC(=O)N2C[C@H](O)COC[C@H]3O[C@@H](CC(=O)N(C)C)CC[C@@H]32)c1	5	0	-2	-1	4[16.7 µM]	-2.9	-4
CCOc1ccccc1-n1ccn(CC(=O)Nc2ccc(Br)cc2F)c(=O)c1=O	-19	0	-3	0	0	-3.2	10
COc1cc(/C=N/NS(=O)(=O)c2ccc(Br)cc2)ccc1O	12	13	3	6	-2	-0.1	-12
COc1ccc(CCN2CCCn3c2nc2c3c(=O)n(CC(N)=O)c(=O)n2C)cc1OC	15	1	-2	-9	3	2.5	-12
C[C@@H]1CCCCO[C@H](CN(C)Cc2ccncc2)[C@H](C)CN([C@H](C)CO)C(=O)c2cc(NC(=O)CCC(F)(F)F)ccc2O1	8	-2	/	2	6[16.7 µM]	-0.7	9
O=C(COC(=O)Cc1c(F)cccc1Cl)Nc1ccc2[nH]c(=O)[nH]c2c1	14	6	-4	0	-3	-0.9	/
CCn1ncc2c1C(=O)NC1c3ccccc3C(=O)N21 (stereo not drawn)	51*	/	3	/	-2	/	-16
NS(=O)(=O)c1ccc(CCNC(=O)c2cc(-c3cc(Cl)ccc3O)n[nH]2)cc1	-1	3	0	2	0	0.8	-2
CN(Cc1ccc(F)cc1)C(=O)c1cccc(S(=O)(=O)NCc2ccccc2)c1	-25	-2	-4	-1	/	1.0	2
C[C@H]1CN([C@@H](C)CO)C(=O)c2cccc(NS(C)(=O)=O)c2O[C@@H]1CN(C)Cc1ccc(Oc2ccccc2)cc1	0	8	/	-2	6[16.7 µM]	-0.2	7
CC(C)(C)C(=O)NC1=NN(c2c(Cl)cc(Cl)cc2Cl)C(=O)C1	-28	3	-5	0	/	-3.6	-3
O=C(NNc1ccc(Cl)cc1)c1sccc1Cl	/	0	-6	22	/	-2.3	14
COc1ccc(CNc2nc3ccccc3n2CCN2CCCCC2)c(OC)c1	/	/	-3	/	3	/	8
Cc1ccc(S(=O)(=O)Nc2ccc3c(c2)C(=O)N([C@H](C)CO)C[C@H](C)[C@@H](CN(C)C(=O)Nc2ccccc2)OCCCC[C@@H](C)O3)cc1	-15	-1	/	-1	3[16.7 µM]	0.9	23
COc1ccc(NC(=O)Nc2cccc3c2O[C@@H](CN(C)S(=O)(=O)c2ccc(C)cc2)[C@@H](C)CN([C@H](C)CO)C3=O)cc1	-10	4	/	-22	5[16.7 µM]	-0.9	6
CCCOc1ccc(C(=O)NNC(=S)NC(=O)c2ccccc2)cc1	-12	0	3	0	0	4.8	2
CC(C)(CNC(=O)c1cccc(S(=O)(=O)Nc2ccc(SC(F)F)cc2)c1)N1CCOCC1	-7	4	7	0	/	2.3	-4
CCOc1ccc(S(=O)(=O)N(C)C2CCCCC2)cc1	-65	6	2	/	6	-1.7	-9
Cc1noc(C)c1NC(=O)N(C)C[C@H]1Oc2c(NC(=O)NC3CCCCC3)cccc2C(=O)N([C@@H](C)CO)C[C@H]1C	8	17	/	-3	-7[16.7 µM]	-0.8	/
Cc1ccccc1-n1ncc(C(C)NS(=O)(=O)c2ccccc2Cl)c1C (stereo not drawn)	2	?	-4	/	-13	0.1	-10
Cc1ccc(S(=O)(=O)Nc2ccc3c(c2)C(=O)N([C@@H](C)CO)C[C@@H](C)[C@@H](CN(C)C(=O)Nc2c(C)noc2C)OCCCC[C@H](C)O3)cc1	6	6	-6	-26	3[16.7 µM]	-0.5	-8
CCc1ccc(C(O)c2ncc(-c3cccc(C(F)(F)F)c3)[nH]2)cc1 (stereo not drawn)	-56	17	4	3	12	2.6	1
COCc1c(Br)c(C)nc2sc3c(=O)[nH]nnc3c12	-52	-2	-2	4	/	2.7	-8
O=C(COC(=O)c1ccccc1NCCO)NCC1CCCCC1	-14	-3	19	-22	/	3.4	-49
Cc1ccc(NC(=O)CN2CCCCCC2)c(Br)c1	22	/	3	/	-9	/	/
O=[N+]([O-])c1c(C(Cl)Cl)nn(-c2ccc(Cl)cc2)c1N1CCCCC1	-6	0	9	3	-3	-3.8	-1
CCc1ccc(OCC(=O)NC(NC(=S)Nc2ccc(Cl)cc2)C(Cl)(Cl)Cl)cc1 (stereo not drawn)	-31	2	0	19	/	-2.3	82*
CO[C@H](CN(C)Cc1ccc2c(c1)OCO2)[C@H](C)CN(C(=O)Nc1ccc(F)cc1)[C@@H](C)CO	-5	-1	7	1	/	0.7	/
C/C(=C/c1ccccc1)C(=O)N1CCN(c2ccccc2)CC1	/	-4	-9	-21	-1	-1.8	-7
CCCN(C)C[C@H]1Oc2cc(C#Cc3ccncc3)ccc2S(=O)(=O)N([C@@H](C)CO)C[C@H]1C	-6	5	-6	20	/	-5.0	/
CNC[C@H]1Oc2ccc(NC(=O)CCN3CCOCC3)cc2C(=O)N([C@H](C)CO)C[C@H]1C	16	-9	-3	-1	1[16.7 µM]	-1.9	-5
CC(=O)NC(CCS(C)(=O)=O)C(=O)Nc1ccc(Cl)c(Cl)c1 (stereo not drawn)	/	18	-5	7	/	3.8	-3
Cc1nc(-c2ccc(-n3nncc3-c3ccco3)cc2)cs1	8	14	-30	-7	-2	0.4	-1
Cc1cccc(NC(=O)CSCC(=O)Nc2cccc3ncccc23)c1	25	-4	-3	2	3	-0.5	12
CC(C)c1ccc(-c2nnc(SCC(=O)NC3CC3)n2C)cc1	11	6	/	-16	-6	1.4	-40
O=C(Cn1nnc(-c2ccccc2)n1)N/N=C/c1cc([N+](=O)[O-])c(Cl)cc1Cl	8	-4	0	9	/	/	1
O=C(NN=C(c1ccccc1)c1ccccn1)c1ccccc1	/	4	2	-2	/	5.9	77*
CN1CCN(C(=O)[C@@H]2[C@@H](CO)[C@@H]3Cn4c(cccc4=O)[C@H]2N3Cc2ccncc2)CC1	10	-1	/	3	/	/	/
O=C(Nc1cc(=O)[nH]c2ncnn12)c1ccccc1F	-18	-4	-1	2	-9	0.0	-2
Cc1cc(NC(=O)COC(=O)CCNS(=O)(=O)c2c(Cl)cccc2Cl)no1	4	-4	9	-3	-3	-2.6	9
C[C@@H]1CCCCO[C@H](CN(C)Cc2ccccc2)[C@@H](C)CN([C@@H](C)CO)C(=O)c2cc(NC(=O)CCCN(C)C)ccc2O1	8	-11	-10	-12	-1[16.7 µM]	2.6	-3
CO[C@@H]1CN(C)C(=O)c2ccc(NC(=O)C3CC3)cc2OC[C@H](C)N(C(C)=O)C[C@@H]1C	5	0	1	2	/	2.0	1
CCN1C(=O)[C@@H]2[C@@H](c3ccc(-c4ccc(OC)cc4)c(OC)c3)N3CCCC[C@@]3(C(=O)OC)[C@@H]2C1=O	20	/	-17	13	2	0.1	17
OC[C@@H]1[C@H](c2ccc(C#Cc3ccccc3F)cc2)[C@@H]2CN(CC3CCOCC3)CCCCN12	-2	/	-5	-20	3[16.7 µM]	-1.6	6
C=CCNc1cc(=O)n(Cc2ccccc2)c(=O)[nH]1	-7	13	5	1	/	3.5	9
Cc1ccc(S(=O)(=O)Nc2ccc3c(c2)CC(=O)N([C@H](C)CO)C[C@H](C)[C@H](CN(C)Cc2ccc(-c4ccccc4)cc2)O3)cc1	4	-6	0	-6	6[16.7 µM]	2.8	/
O=C(CN(Cc1ccccc1)S(=O)(=O)c1ccc(F)cc1)NCc1ccncc1	0	-3	6	-3	-6	1.3	-1
O=C([C@@H]1[C@@H](CO)[C@@H]2Cn3c(cccc3=O)[C@H]1N2C(=O)CC1CC1)N1CCCCC1	7	148*	/	1	/	/	/
O=C(NNC(=O)C1CCN(Cc2ccc(Cl)c(Cl)c2)CC1)c1cccs1	-8	4	0	9	-8	-2.9	8
COc1cccc(S(=O)(=O)N[C@@H]2C=C[C@@H](CC(=O)NCc3ccncc3)O[C@H]2CO)c1	14	-4	0	6	/	4.0	4

Next part.
compound	GSIS activator	DENV2 CPE	FN deposition inh	EWS-Fli inh	miR-122 sensor	CFTR F508del cor	PAX8 reporter
O=C(Nc1ccncc1)c1ccc(S(=O)(=O)Nc2ccccc2)cc1	-26	5	-2	15	50	0.7	19
Cc1sc2nc(-c3ccccn3)[nH]c(=O)c2c1-c1ccccc1	9	-1	0	1	-17	2.5	8
CC(C)(C)NC(=O)CSc1nc2scc(-c3ccccc3)c2c(=O)[nH]1	-5	/	1	/	/	/	16
O=C(Nc1cccc(F)c1)N1CC(=O)N2[C@H](CO)[C@H](c3ccc(-c4ccc(F)cc4)cc3)[C@@H]2C1	-27	-7	/	-1	/	-2.2	22
CC(C)C[C@@H](CN1CCC[C@H]1CN1C(=O)C(=O)NC[C@@H]1Cc1ccccc1)N1C[C@H](Cc2ccc(O)cc2)N(CCc2ccccc2)C(=O)C1=O	-21	-4	-6	8	/	0.5	-4
O=C(NCCCO)/C(=C/c1ccco1)NC(=O)c1ccc(Br)o1	0	6	4	-4	/	-0.4	3
C[C@@H]1CN([C@H](C)CO)C(=O)c2cc(NC(=O)CCCN(C)C)ccc2O[C@H]1CN(C)Cc1ccc2c(c1)OCO2	5	0	/	/	-1[16.7 µM]	-2.0	-11
CCOc1ccc(NC(=O)CN(C)C(=O)Cn2c(=O)cnc3ccccc32)cc1OCC	8	-6	1	2	4	-0.3	-1
C[C@@H]1CCCCO[C@@H](CN(C)C(=O)Cc2ccccc2)[C@@H](C)CN([C@@H](C)CO)C(=O)c2cc(NS(=O)(=O)c3ccccc3)ccc2O1	-29	-7	-5	-13	5[16.7 µM]	-2.0	-7
O=S(=O)(Nc1ccccc1Cl)c1ccc2[nH]c(=S)oc2c1	8	-11	9	/	-4	-1.0	0
